Screens: PubChem, several laboratories
Platelet DG rel: platelet dense granule release activity | human platelet-rich plasma, SFLLRN dense granule ATP release, luminescence | AID 1663 | actives 0.22% (n = 300,000) | inhibition, %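 (compounds screened at 7.5 µM in platelet-rich plasma)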;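 active = mean replicate score, as percent of positive control, at or above 50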
HDAC3 inh: blocks human histone deacetylase 3 | O15379 | recombinant HDAC3, fluorogenic peptide/trypsin coupled, fluorescence | inhibition, % at 8.3 µM | actives 0.15% (n = 320,000) | AID 2718; in the data active = inhibition above about 26%, passing the limit was not always enough
Target sequence (O15379 whole entry, looked up): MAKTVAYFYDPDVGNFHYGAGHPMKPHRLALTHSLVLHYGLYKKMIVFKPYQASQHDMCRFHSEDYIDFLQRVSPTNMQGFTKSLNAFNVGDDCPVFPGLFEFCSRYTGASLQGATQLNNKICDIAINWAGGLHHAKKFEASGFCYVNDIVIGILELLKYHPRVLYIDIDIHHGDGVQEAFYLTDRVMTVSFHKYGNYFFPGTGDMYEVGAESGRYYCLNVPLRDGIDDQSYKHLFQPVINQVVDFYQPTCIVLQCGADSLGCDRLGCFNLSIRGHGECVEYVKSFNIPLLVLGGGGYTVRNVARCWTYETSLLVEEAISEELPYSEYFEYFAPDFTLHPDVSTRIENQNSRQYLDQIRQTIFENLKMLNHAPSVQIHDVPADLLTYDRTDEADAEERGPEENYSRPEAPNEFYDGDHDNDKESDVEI
IEC-6 tox: kills IEC-6 intestinal cells in KLF5 counter-screen | IEC-6 cytotoxicity, luminescence viability | inhibition, % at 5 µM | AID 1825 | actives 0.78% (n = 290,000); in the data active = inhibition above about 22%;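 also: 0% = plate median of test compound wells and 100% = cytotoxic reference compound wells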
HSF1 inh: HSF1 inhibition; NIH3T3-HGL HSE-luciferase, MG132-induced, luminescence 8 h; stronger effect = lower value; activity change, negative = inhibition, % at 7.5 µM (by protocol); actives 0.77% (n = 300,000);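 active = more than half of replicate wells show activity change below -50%, luminescence cut by over half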;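 also: luciferase reports HSF-1 transcriptional activity via heat shock element; 0% = median of DMSO wells and -100% = zero luminescence signal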
KLF5 inhibitor: kruppel-like factor 5 inhibition | DLD-1 KLF5 promoter-luciferase reporter, luminescence | actives 0.23% (n = 290,000) | inhibition, % at 5 µM | AID 1700;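 active = inhibition above a per-plate limit of that plate's mean compound inhibition plus 3 SD, cut at about 60% in these data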;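 also: 0% = DMSO wells and 100% = LY294002 at 200 µM; higher means less KLF5 promoter-driven luciferase light; inactives centre near -14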
HSF-1 act: increases HSF-1 driven luciferase reporter signal. activation, % at 9 µM. actives 1.7% (n = 300,000). NIH3T3-HGL HSF-1 luciferase reporter, MG132, 8 h; 100% = twice DMSO control signal;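 active = mean replicate activation of at least 50% with a set share of replicates each reaching 50%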;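 also: 0% = median of the neutral control wells and 100% = twice that signal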
HIF activator: HIF pathway transcriptional activation. actives 0.32% (n = 300,000). activation, % at 7.5 µM (by protocol). U2OS HRE-luciferase reporter, luminescence; normalized: DMSO 0%, desferrioxamine 100%;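 active = mean activation of at least 10% of the iron chelator positive control signal, with at least half of replicates also reaching 10%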
AI-2 QS mod: modulates the Vibrio harveyi AI-2 quorum sensing system; Vibrio harveyi JMH597 AI-2 luminescence/OD600 ratio, 9 h; stronger effect = lower value; strain lacks LuxN and CqsS sensors; 0 = neutral-control median; actives 0.4% (n = 300,000); activity change, % at 7.5 µM; in the data active = activity change below about -75%, passing the limit was not always enough;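 also: luminescence divided by OD600 gain over 9 h not by final OD600 alone; inactives centre near 13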
HSP90 inh: inhibitors of HSP90 luciferase refolding in rabbit reticulocyte lysate | luciferase refolding luminescence, 3 h | inhibition, % at 5.6 µM | actives 0.91% (n = 290,000);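 active = inhibition above the screen-wide mean plus 3 SD, computed separately per campaign, cut at about 16% in these data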;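 also: 0% = DMSO wells and 100% = 60 µM geldanamycin wells; inhibitors lower the luminescence because luciferase stays unfolded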
aSyn UTR inh: 5' untranslated region of α-synuclein, MLPCN primary screen. alpha-synuclein 5'UTR reporter, inhibitor activity. AID 1813. actives 0.82% (n = 300,000). inhibition, % (tested at 7.5 µM); in the data active = inhibition above about 60%;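 also: H4 neuroglioblastoma cells stably carrying SNCA 5'UTR luciferase fusion; 0% = DMSO wells and 100% = positive control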
An asterisk follows results filed as active; / = no result given.

SMILES | Platelet DG rel | HDAC3 inh | IEC-6 tox | HSF1 inh | KLF5 inhibitor | HSF-1 act | HIF activator | AI-2 QS mod | HSP90 inh | aSyn UTR inh
COc1ccccc1N1CCN(C(=O)c2cc(N3C(=O)C4C5CCC(C5)C4C3=O)ccc2Cl)CC1 (centres undefined) | -7.0 | -4.9 | -2.3 | 11.5 | -28.0 | 12.4 | -0.3 | 33.9 | -2.4 | 23.5
Cc1ccc(NC(=O)C2CCC(=O)N2C(=O)OCc2ccccc2)cc1 (centres undefined) | -4.2 | 7.5 | -6.9 | -0.9 | -15.9 | -2.6 | -0.4 | 7.0 | -3.1 | -6.5
CCOc1ccc(CCNC(=O)Cn2c(-c3nonc3N)nc3ccccc32)cc1OCC | / | 2.7 | -4.0 | / | -1.5 | / | / | / | 3.2 | /
O=C(Cc1ccccc1)NC1c2ccccc2-c2ccccc21 | -4.2 | 1.6 | 3.3 | -13.7 | -30.3 | -19.1 | 0.2 | -2.0 | 3.7 | 2.0
CC(C)CCN1CCN(Cc2cccn2-c2nccs2)CC1CCO (centres undefined) | -2.3 | / | 6.7 | -0.8 | -11.1 | -10.5 | -0.3 | 24.9 | 0.1 | 0.9
CCNc1nc(Oc2ccc(Cl)cc2Cl)cc(C(F)(F)F)n1 | 5.3 | 7.4 | -4.4 | -0.7 | -21.2 | -20.3 | 0.3 | 37.2 | 0.3 | 23.5
NC(=O)COc1ccc2oc(=O)cc(-c3cc4ccccc4o3)c2c1 | 9.9 | 1.6 | -1.7 | -3.8 | -19.1 | -2.4 | -0.5 | 19.3 | -2.1 | 5.9
COc1cc(-c2cc(-c3nnco3)c3ccccc3n2)cc(OC)c1OC | 0.1 | 3.6 | 6.1 | -7.0 | 6.6 | 22.0 | -0.4 | 15.8 | 7.9 | -10.5
CC(=O)NCc1ccc(-c2csc(-c3cccs3)n2)cc1 | 7.8 | 7.3 | 5.4 | 21.5 | -171.1 | 34.7 | 1.7 | -3.7 | -6.9 | -125.6
COc1ccc(NC(=O)CN(C)C(=O)c2sc3ccccc3c2Cl)cc1 | -0.2 | 0.7 | / | 5.0 | / | 6.7 | 0.1 | 36.6 | / | 7.2
O=S(=O)(c1ccccc1)N1CCC(n2nnc3cc(F)ccc32)CC1 | 3.3 | -1.8 | 2.3 | -3.7 | 12.4 | 15.4 | 0.3 | 6.2 | 3.1 | 25.3
O=C(Cn1cnc2c(nnn2Cc2ccccc2)c1=O)c1ccccc1 | -1.9 | 3.6 | 0.3 | -0.7 | 10.6 | -12.5 | -0.2 | 6.2 | -3.4 | -0.2
CC1Cc2cc(-c3csc(NC(=O)Cc4ccccc4)n3)ccc2N1S(C)(=O)=O (centres undefined) | -1.1 | 0.0 | -1.7 | 5.4 | -3.6 | 8.2 | -0.1 | 17.6 | -2.6 | 13.7
CC1CCN(S(=O)(=O)Cc2ccccc2Cl)CC1 | 3.5 | 4.1 | 1.8 | 7.5 | -20.8 | -0.7 | -10.5 | -26.4 | 0.6 | -15.0
CNC(=S)NCc1ccc2[nH]c3c(c2c1)CCCC3 | 6.9 | -1.0 | -2.1 | 15.7 | -6.6 | 19.2 | 1.2 | 9.4 | 0.2 | -19.8

One compound at a time (already shown). Screens in order: Platelet DG rel | HDAC3 inh | IEC-6 tox | HSF1 inh | KLF5 inhibitor | HSF-1 act | HIF activator | AI-2 QS mod | HSP90 inh | aSyn UTR inh
O=C(Cn1cnc2c(nnn2Cc2ccccc2)c1=O)c1ccccc1 is listed as -1.9 | 3.6 | 0.3 | -0.7 | 10.6 | -12.5 | -0.2 | 6.2 | -3.4 | -0.2
O=S(=O)(c1ccccc1)N1CCC(n2nnc3cc(F)ccc32)CC1 is listed as 3.3 | -1.8 | 2.3 | -3.7 | 12.4 | 15.4 | 0.3 | 6.2 | 3.1 | 25.3
COc1ccc(NC(=O)CN(C)C(=O)c2sc3ccccc3c2Cl)cc1 is listed as -0.2 | 0.7 | / | 5.0 | / | 6.7 | 0.1 | 36.6 | / | 7.2

Other structures follow.
SMILES | Platelet DG rel | HDAC3 inh | IEC-6 tox | HSF1 inh | KLF5 inhibitor | HSF-1 act | HIF activator | AI-2 QS mod | HSP90 inh | aSyn UTR inh
CC1=C(C(=O)OCCOc2ccccc2)C(c2ccc(C)o2)C2=C(CC(C)(C)CC2=O)N1 (centres undefined) | 0.3 | -1.0 | 0.6 | 9.0 | 6.8 | 6.8 | 0.3 | 18.9 | 2.6 | 12.8
CCC(OC(=O)c1cccs1)C(=O)NCc1ccc(C)cc1 (centres undefined) | -2.9 | -2.8 | 5.6 | 5.2 | -22.9 | -7.5 | -0.2 | 1.3 | 5.1 | 12.3
COc1cc(=O)oc(-c2ccccc2)c1C(C)=O | -8.1 | 18.1 | / | -4.4 | / | 10.2 | -0.1 | 24.7 | / | 1.7
COc1ccc(S(=O)(=O)Oc2ccccc2C(=S)N2CCOCC2)cc1 | -3.4 | 1.5 | -1.1 | -6.3 | -16.5 | -14.5 | 0.1 | 14.9 | -4.7 | 0.5
O=C(Nc1ccn([C@H]2CC[C@@H](CO)O2)c(=O)n1)c1ccccc1 | 0.0 | -2.3 | -6.3 | -3.1 | -6.1 | 14.2 | 0.5 | 19.4 | 0.6 | 10.0
Cc1ccc(S(=O)(=O)c2nnn3c2nc(N2CCOCC2)c2ccccc23)cc1C | -0.7 | -11.6 | 2.4 | -7.7 | -17.8 | -1.4 | -0.1 | 8.9 | 0.2 | -1.0
Cc1cnc(NCCc2ccccc2)s1 | -0.1 | 2.1 | -4.3 | 2.9 | -81.6 | -7.1 | -21.6 | 7.8 | -1.7 | -63.1
COc1ccc(C(CC(=O)N2CCN(c3ccccc3)CC2)c2c(O)cc(OC)cc2OC)cc1 (centres undefined) | 0.3 | 4.0 | / | 6.8 | / | -13.9 | 0.3 | 32.1 | / | 4.4
O=C1C(NS(=O)(=O)c2cccs2)=C(N2CCN(c3cccc(C(F)(F)F)c3)CC2)C(=O)c2ccccc21 | 11.6 | -1.5 | 9.0 | 5.6 | -11.3 | 28.2 | -0.3 | 17.8 | 3.0 | -2.7
O=C(c1ccco1)N1CCN(C(=O)C(Cc2ccccc2)NS(=O)(=O)c2cccs2)CC1 (centres undefined) | / | -5.8 | 5.2 | / | 6.6 | / | / | / | 5.0 | /
CCOc1ccc(C(=O)Cn2cnc3ccccc3c2=O)cc1 | -0.6 | -7.6 | -6.4 | 11.3 | -137.8 | 27.5 | 4.7 | 5.6 | 1.7 | -94.1
CC(=O)Nc1ccc(NC(=O)CSc2ccc(C(F)(F)F)cc2[N+](=O)[O-])cc1 | -0.3 | -1.2 | -3.5 | -2.8 | 11.2 | 12.9 | 0.0 | 42.5 | -0.3 | 2.0
O=C(CNC(=S)NC(=O)C1CCCCC1)c1ccccc1 | 6.7 | -1.5 | -3.5 | 21.3 | -47.2 | 26.8 | 4.0 | 19.7 | -2.7 | -125.7
C=COCCNC(=S)Nc1ccccc1 | -4.6 | -5.3 | -3.1 | 0.0 | -25.9 | 15.2 | 0.0 | 13.4 | 1.3 | -7.8
O=C(c1ccccc1)c1nn(-c2ccc(Cl)cc2)c(=O)cc1C(F)(F)F | 9.5 | -5.3 | 1.7 | 30.8 | -39.0 | 22.1 | 0.7 | 19.1 | -5.3 | -219.1
CCC(=O)NC(=S)Nc1ccccc1C(=O)NC1CCCCC1 | 20.2 | -0.5 | -0.1 | -6.1 | -17.3 | 5.5 | -0.1 | 7.4 | -2.4 | -11.1
COc1cc(C=O)ccc1OCCCCOc1ccccc1[N+](=O)[O-] | 1.8 | -9.5 | 0.6 | 5.4 | -2.8 | -15.3 | 0.4 | 0.9 | -2.6 | -50.0
NNC(=O)C1CCCN1S(=O)(=O)c1ccc(Cl)cc1 (centres undefined) | 0.0 | 0.4 | -6.5 | 0.0 | -19.3 | 15.9 | 0.1 | 16.9 | 1.3 | -5.5
COc1ccccc1/C=C/C(=O)N1CCCC1 | -10.6 | -1.5 | -1.3 | 4.1 | -18.7 | 7.0 | 2.0 | 17.7 | 0.0 | -46.3
Cc1ccc2c(CC(=O)Nc3nc(C)cs3)coc2c1 | 1.3 | -2.5 | -0.2 | 30.3 | -12.1 | 39.1 | -0.2 | 2.7 | 1.6 | -70.3
CCOc1ccc(Oc2ccccc2NC(=O)CCNC(C)=O)cc1 | -1.3 | 0.6 | 0.8 | -5.9 | -26.9 | -2.3 | -0.9 | 7.6 | 1.2 | 22.1
O=C(CSc1nnc(CNC(=O)c2ccco2)o1)Nc1ccc(OC(F)(F)F)cc1 | -10.4 | 1.6 | -0.1 | -6.7 | -25.8 | 1.1 | -0.7 | 25.0 | -1.2 | 11.0
O=C(Nc1cccc(Br)c1)c1ccc2snnc2c1 | 2.7 | 1.2 | -4.6 | 5.3 | -43.7 | 16.0 | 1.7 | -1.0 | 0.2 | -93.0
Cc1c(C(=O)NCCn2ccc3ccccc32)cccc1[N+](=O)[O-] | -1.7 | / | 0.5 | 1.2 | 7.2 | 15.5 | -0.1 | 29.1 | 0.4 | 5.0
CCN(CC)C(=O)C(Oc1ccc(C)nc1[N+](=O)[O-])c1ccccc1 (centres undefined) | 33.3 | -7.4 | -0.4 | -4.6 | 23.9 | -4.9 | 0.2 | 8.1 | -1.2 | 18.3
COc1ccc(NC(C)C(=O)N/N=C/c2ccccc2OCc2cccc(Br)c2)cc1 (centres undefined) | 2.3 | 13.9 | -9.6 | 5.8 | -18.9 | 45.5 | 0.2 | 11.5 | -1.7 | -15.3
CCOCC(O)CS(=O)Cc1ccccc1 (centres undefined) | -0.9 | 1.5 | -1.6 | -10.8 | -12.9 | -10.1 | -0.1 | 21.6 | 2.4 | 25.9
Cc1ccc(C(=O)N2CCCC2)cc1S(=O)(=O)Nc1ccccc1 | 0.7 | 4.1 | 1.1 | -6.5 | -42.9 | -7.2 | -0.5 | 19.0 | 3.5 | 23.1
O=C(Nc1cccnc1)c1ccc2c(c1)OCO2 | 12.4 | -0.9 | 2.0 | 5.7 | -31.6 | 1.1 | 0.5 | 12.4 | -1.3 | -30.9
Cc1ccc2c(Cl)c(C(=O)Nc3cccnc3)sc2c1 | 0.4 | 4.3 | 3.9 | 8.6 | 3.1 | 10.2 | 7.2 | 13.1 | -2.0 | -72.8
Cc1ccc([N+](=O)[O-])cc1NC(=S)NC(=O)C(C)(C)C | -2.7 | 8.1 | -7.8 | -10.1 | -4.9 | 14.2 | 0.1 | 34.4 | -1.2 | 31.5
O=C(CNC(=O)c1ccco1)OCC(=O)c1ccccc1Cl | -7.2 | 1.8 | 2.6 | 8.5 | 2.4 | 36.4 | 0.3 | 22.2 | 2.6 | -27.2
Cc1nc(Nc2nc3ccccc3o2)nc2c1CCC2 | 16.9 | -2.2 | 4.8 | 5.0 | 48.3 | 25.3 | -0.9 | 16.4 | 17.2* | 71.1*
O=C(COC(=O)c1ccc(S(=O)(=O)NCc2ccco2)cc1)Nc1ccc(Cl)cn1 | -11.0 | 1.9 | 3.8 | -1.7 | -18.9 | 0.8 | 0.0 | 13.9 | -4.1 | -15.9
COc1ccc(-n2c(=S)[nH]c3cc(C(=O)Nc4cccc(C)c4)ccc3c2=O)cc1 | 6.1 | -7.2 | 4.4 | -0.9 | -2.2 | -1.0 | -0.1 | 19.7 | -0.1 | -1.8
Cc1cccc(NC(=O)c2cccc(NC(=O)Cc3cccs3)c2)c1 | -0.1 | -9.5 | 0.9 | 9.0 | -57.9 | 6.3 | 0.8 | 2.3 | -0.7 | -88.1
N#CCCCCn1ccc(NC(=O)c2ccc(Cl)cc2O)n1 | 3.1 | -1.4 | / | -0.6 | / | -3.5 | 0.4 | 26.5 | / | -80.9
